# Compound activity (PubChem BioAssay)
# HT1080 IDH1KD tx = toxicity to HT-1080 IDH1 knockdown cells (counter line); HT-1080 IDH1 knockdown viability, ATP luminescence, 48 h; Potency, µM (doses to about 46.1 µM), for inactives: top-dose activity, negative = toxicity, hits mostly cytotoxic; hit rate 2% among 360,000; AID 686971;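 also: potency is read from the fitted curve at half-maximal effect; 0% = DMSO wells and -100% = cell-free medium wells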
#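 Viability of IDH1-knockdown HT-1080 fibrosarcoma cells was assessed by CellTiter-Glo after 48 h at 37 °C with titrated compound; concentration-effect curves were classified by fit quality and response size.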
# HEK293 tox = cytotoxicity in counter-screen for GLP-1R inverse agonists | HEK293 cAMP-luciferase reporter cells, luminescence, 24 h | Potency, µM (titrated, usually from 38.3 µM), without a hit: at the highest dose activity change, negative = inhibition, most hits filed as inhibitors | hit rate 0.13% among 410,000 | AID 624418;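 also: loss of luciferase light is scored as toxicity; potency is read from the fitted curve at half-maximal effect; % is scaled to controls: 0 for no effect and ±100 for the full control effect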
#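 1536-well qHTS counterscreen of the MLSMR; 200 cells/uL, 12 h pre-incubation, 23 nL cpd, 24 h at 37 deg C 5% CO2, luciferase detection reagent, 12 min RT, luminescence. Inhibition = undesired.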
# KB-3-1 cytotox = kills parental KB-3-1 adenocarcinoma cells; KB-3-1 viability, CellTiter-Glo ATP luminescence, 72 h; hit rate 1.4% among 400,000; Potency, µM (series often up to 46.1 µM), for inactives: top-dose activity change, negative = cytotoxic, most hits filed as cytotoxic; also: potency is read from the fitted curve at half-maximal effect; % is scaled to controls: 0 for no effect and ±100 for the full control effect; nearly all actives have a fitted effect of over 60% in size
#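 Cytotoxicity measured as CellTiter-Glo luminescence after 72 h at 37 C. Compound titrations were pinned onto drug-naive KB-3-1 parental adenocarcinoma cells grown in DMEM with 10% FBS, and normalized data fitted to concentration-response curves.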
# HT1080NT lethal = kills 2HG-producing HT-1080-NT fibrosarcoma cells; HT-1080-NT fibrosarcoma viability, CellTiter-Glo ATP luminescence, 48 h; Potency, µM (series often up to 46.1 µM), inactives show top-dose activity, negative = less viability, usual class: cytotoxic; hit rate 1.6% among 360,000;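 also: NT is the 2HG producing partner of a matched IDH1 knockdown line; potency is read from the fitted curve at half-maximal effect; 0% = DMSO-treated cells and -100% = media-only wells without cells; nearly all actives have a fitted effect of over 55% in size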
#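 A 48-hour cytotoxicity screen used HT-1080-NT cells plated 2 hours before compound delivery. ATP-based CellTiter-Glo luminescence measured viability, normalized to DMSO and no-cell controls.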
# MCF10A rereplic = DNA re-replication induction in MCF 10a cells; MCF 10A DNA re-replication, Hoechst nuclear intensity, 48 h; Potency, µM (series often up to 46.1 µM), for inactives: at the top dose activity, positive = re-replication, hits mostly activators; hit rate 2.9% among 350,000; also: potency is read from the fitted curve at half-maximal effect; % of control where 0% means no effect; nearly all actives have a fitted effect of over 50% in size
# SW480 rerep = DNA re-replication induction in SW480 cells | hit rate 1.8% among 340,000 | Potency, µM (top dose mostly 46.1 µM), without a hit: at the top dose re-replication activation, actives largely listed as activators | AID 624297 | SW480 DNA re-replication, Hoechst DNA content imaging, 48 h; also: potency is read from the fitted curve at half-maximal effect; % of control where 0% means no effect; nearly all actives have a fitted effect of over 55% in size
#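 Image-based read-out: total Hoechst fluorescence of nuclei (405 nm excitation, 500-530 nm emission), with hits raising the fraction of high-intensity nuclei. SW480 colon cells incubated 48 hr with compounds at 37 C.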
# KB-V1 cytotox = kills drug-selected multidrug resistant KB-V1 cells. KB-V1 MDR cells viability, CellTiter-Glo, 72 h. Potency, µM (top dose mostly 46.1 µM), for inactives: at the top dose activity change, negative = cytotoxicity, most hits filed as cytotoxic. hit rate 3.4% among 400,000; also: potency is read from the fitted curve at half-maximal effect; % is scaled to controls: 0 for no effect and ±100 for the full control effect; nearly all actives have a fitted effect of over 60% in size
#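 In this primary screen, KB-V1 cells overexpressing P-gp are incubated with library compounds (lowest to highest concentration) for 72 h at 37 degrees C before a luminescent ATP viability read.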
# D3 ag = activates the human D3 dopamine receptor | P35462 | D3R DiscoveRx beta-arrestin cells, luminescence, 90 min | max activation, % | hit rate 0.58% among 410,000 | AID 652048; in the data active = max activation above about 30%; also: 0% is about no effect; mostly tested at two doses, the higher about 12 µM
# Target sequence (P35462 whole entry, looked up): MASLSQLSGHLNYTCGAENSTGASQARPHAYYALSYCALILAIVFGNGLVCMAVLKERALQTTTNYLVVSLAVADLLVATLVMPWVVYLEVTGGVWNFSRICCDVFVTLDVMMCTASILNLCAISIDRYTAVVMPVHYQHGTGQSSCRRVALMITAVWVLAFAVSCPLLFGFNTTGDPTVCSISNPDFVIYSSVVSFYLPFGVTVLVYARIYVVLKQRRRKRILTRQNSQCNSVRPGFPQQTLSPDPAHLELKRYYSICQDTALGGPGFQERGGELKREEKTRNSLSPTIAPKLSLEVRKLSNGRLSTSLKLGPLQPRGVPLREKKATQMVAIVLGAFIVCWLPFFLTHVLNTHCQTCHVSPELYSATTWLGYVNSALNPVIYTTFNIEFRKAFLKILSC
#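 Agonist-mode cell screen: cells plated at 1500/well and incubated overnight at 37 °C, then exposed to library compounds for 90 min at 37 °C. Detection reagent was added for 30–60 min at room temperature, and luminescence was read.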
# IL-1B inflam inh = inflammasome signaling inhibition, IL-1 beta readout. THP-1 LPS/ATP IL-1B secretion, AlphaLISA, 16 h; hits give low values. activity change, % at 57.5 µM. hit rate 4.7% among 360,000. AID 743279; in the data active = activity change below about -50%; inconclusive = mostly about -30% to -49%; also: % is scaled to controls: 0 for no effect and ±100 for the full control effect
#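 THP-1 cells pretreated 1 hr with compounds (up to 57.5 uM final), then stimulated with LPS (250 ng/mL final) plus ATP (1.25 mM final); secreted IL-1B measured by AlphaLISA after 16 hr, decreased signal indicating inhibition.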
# * marks the source's active call; other numbers are inactive results; ? = inconclusive; . = no result given; & = joins results of further samples; [ ] = another dose, or the depositor's remark. Unless noted, calls follow the shape of the dose curve; as a rule, active = well fitted curve in the direction sought with a large enough effect; inconclusive = small, poorly fitted or top-dose-only effect, or another doubt; inactive = no such curve, though single readings can be large; an effect the other way counts as inactive or inconclusive. An excerpt, so the mix of outcomes need not match the whole.
SMILES,HT1080 IDH1KD tx,HEK293 tox,KB-3-1 cytotox,HT1080NT lethal,MCF10A rereplic,SW480 rerep,KB-V1 cytotox,D3 ag,IL-1B inflam inh
CC(C)(C)n1nnnc1C(CCc1ccccc1)N1CCC(n2c(=O)[nH]c3ccccc32)CC1 (centres undefined),?,?,?,?,.,.,?,6,?
Fc1ccc(NC2=NCCS2)cc1Cl,2%,-16%,-10%,-2%,-8%,-4%,0%,1,1
Cc1ccc(-n2c(O)c(C=NC3CCCCC3N)c(=O)[nH]c2=O)cc1C (centres undefined),11%,-11%,18%,3%,-1%,-2%,8%,2,4
CCOP(=O)(OCC)C(NC(=O)c1ccc(C)cc1)C(Cl)(Cl)Cl (centres undefined),10%,17%,6%,15%,2%,-5%,-4%,5,6
O=C1NC(=O)N(Cc2ccco2)C(=O)/C1=C\c1cccn1CCOc1ccccc1,-2%,-4%,0%,12%,4%,-7%,3%,8,-16
C[S+](CC[C@H](N)C(=O)O)C[C@H]1O[C@@H](n2cnc3c(N)ncnc32)[C@H](O)[C@@H]1O (some centres undefined),-1%,1%,0%,-6%,-5%&7%,?,10%,1&-9&1,-1
c1ccc(Nc2c3c(nc4ccccc24)CCC3)cc1,?,?,21%,-8%,2%,-32%[inhibitor],?,1,-13
CN1CCN(c2ccc(N)cc2Cl)CC1,-18%,?,-3%,-6%,24%,13%,-3%,-14,?
O=C1C(c2ccccc2)=C(N2CC2)c2ccccc21,-4%,-26%,4%,5%,5%,-2%,1%,-26,-11
Cc1nc2cc(-c3ccc(Cl)cc3)nn2c(C)c1CCC(=O)N1CCC2(CC1)OCCO2,11%,-10%,1%,-4%,14%,-4%,18µM*,-1,35
COc1ccc(OC)c(NC(=O)Cn2cc(C(=O)c3ccccc3)c3ccccc32)c1,.,-8%,-14%,.,.,.,?,2,.
Cc1cc(C)nc(NC(=NCCc2c[nH]c3ccccc23)NC(=O)Nc2ccccc2)n1,-28%,?,0%,-20%,26µM*,?,0%,-6,-23
O=C(O)CC[N+](=O)[O-],-2%,1%,0%,16%,1%,-3%,0%,21,-9
CCc1ccc(CNCCc2c[nH]c3ccccc23)cc1,-1%,5%,-1%,-17%,?,1%,4%,-19,-52*
CCN(CC)C(=O)c1ccc(NC(=O)Cn2nc(-c3ccc(C)cc3)c3ccccc3c2=O)cc1,.,-7%,?,.,.,.,5%,3,.
N#CCCn1cc(C(=O)NCc2ccccc2)c(-c2ccccc2)n1,-2%,6%,3%,-12%,-5%,5%,-10%,4,13
CC(=O)O[C@H]1C(=O)[C@@]2(C)C([C@H](OC(=O)c3ccccc3)[C@]3(O)C[C@H](O)C(C)=C1C3(C)C)[C@]1(OC(C)=O)CO[C@@H]1C[C@H]2O (some centres undefined),-28%,-10%,?,-20%,25%,?,?,-11,26
COc1ccc(OCC(=O)N2CCN(Cc3ccc4c(c3)OCO4)CC2)cc1,-3%,-1%,-7%,-4%,11%,-2%,-2%,-5,-10
Cc1ccc(Sc2ccc([N+](=O)[O-])cc2[N+](=O)[O-])nc1,23µM*,?,?,16µM*,?,?,-2%,3,-188*
C=CCC1(Cc2ccsc2)C(=O)NC(=O)NC1=O,-3%,22%,?,3%,0%,0%,-15%,-4,-5
COc1cccc(-n2c(O)c(C=NCCN3CCNCC3)c(=O)[nH]c2=S)c1,19%,0%,1%,7%,0%,3%,16%,14,14
NC(=O)C[N+]1(CC#CC(O)(c2ccccc2)c2ccccc2)CCCC1,-2%,4%,-1%,4%,?,-3%,1%,-1,-7
Cc1ccc(-n2c(/C=C/c3cccc(C(F)(F)F)c3)nc3ccccc3c2=O)cc1,.,-4%,-15%,.,.,.,-1%,2,.
COc1ccc2c(c1)[C@]13CCCCC1C(C2)N(C)CC3 (some centres undefined),.,.,-8%,.,20%,-9%,-8%,.,.
OC(CNCc1ccccc1)c1ccc(Cl)cc1 (centres undefined),-9%,-7%,0%,-11%,4%,-7%,2%,-2,-23
# Later entries:
SMILES,HT1080 IDH1KD tx,HEK293 tox,KB-3-1 cytotox,HT1080NT lethal,MCF10A rereplic,SW480 rerep,KB-V1 cytotox,D3 ag,IL-1B inflam inh
COC(=O)C1=C(c2ccccc2OCc2ccccc2)C[C@@H]2CC[C@H]1N2C(=O)NCCOc1ccccc1Cl,-13%,0%,?,-10%,?,28%,2%,-19,?
CC(=O)NC(=O)NC(C)Cc1ccccc1 (centres undefined),3%,-17%,4%,12%,-3%,6%,14%,-1,12
Cc1ccc(C(=O)Nc2ccc(Cl)cc2C(=O)c2ccccc2)cc1,-6%,9%,2%,10%,3%,9%,21µM*,-9,-1
CC(=O)O[C@@H]1/C=C/[C@](C)(O)C[C@@H](C)C/C=C/[C@H]2[C@H](O)[C@@](C)(O)[C@@H](C)[C@H]3[C@H](Cc4ccccc4)NC(=O)[C@@]312,-6%,2%,0%,-5%,-2%,-18%,-6%,2,4
C=CCNC(=O)c1c(N)n(CCN2CCOCC2)c2nc3ccccc3nc12,-27%,184%[activator],-6%,?,5.8µM*,8%,10%,10,?
CCCn1c(C(=O)c2ccccc2OC)nc2ccccc21,10%,-4%,-14%,12%,0%,-10%,-12%,12,-15
CCC(CO)Nc1ccc([N+](=O)[O-])c2cccnc12 (centres undefined),-4%,?,?,-7%,1%,-11%,18µM*,-2,41
C1=C(c2c[nH]c3ccccc23)CCN(Cc2ccccc2)C1,?,1%,?,?,16µM*,13µM*,-6%,-21,0
COc1ccc(-c2cc(=NCCCCCC(=O)O)c3cc(C)ccc3o2)cc1,-19%&-12%,44%&42%[activator],?,-20%&-8%,-36%&-10%[inhibitor],8%&2%,25%&5%,6&-5,?
CCCCn1c(O)c(C(CC)=Nc2ccc(C(=O)O)cc2)c(=O)[nH]c1=O,2%,-3%,0%,3%,-17%,1%,-18%,-2,5
Cn1cc(C(=O)NC2CC2)c2ccccc21,21%,1%,-1%,18%,-2%,-3%,8%,-7,-1
O=c1c2ccccc2nc(-c2ccccc2)n1-c1ccccc1O,-18%,-15%,3%,-17%,-1%,2%,?,4,45
C#C[C@]1(O)CCC2C3C(CC[C@@]21C)[C@@]1(C)CC[C@@H](O)CC1=C[C@H]3O (some centres undefined),16%,8%,0%,2%,0%,1%,0%,0,22
COC(=O)C1=C(c2ccc(OC)c(OC)c2)C[C@@H]2CC[C@H]1N2C(=O)NC1CC1,8%,4%,27%,1%,10%,-8%,?,16,1
CCC(CO)(C(=O)OC1C[N+]2(C)CCC1CC2)c1ccccc1 (centres undefined),7%,2%,9%,-7%,-4%,-18%,-11%,-2,2
CC/C(=N\N1CCCCCC1)c1c(O)n(-c2ccccc2C)c(=O)[nH]c1=O,4%,-18%,-15%,3%,11%,-1%,12µM*,14,2
C[N+](C)(C)CC1CCCC(C[N+](C)(C)C)C1=O (centres undefined),3.7µM*,?,?,?,?,?,?,-9,-23
CCc1ccc(NC2=NCCCS2)cc1,8%,3%,1%,12%,0%,0%,-10%,-8,-10
CC(Oc1ccc(Cl)cc1Cl)c1nc(-c2ccc(NC(=O)c3ccncc3)cc2)no1 (centres undefined),?,8%,?,-25%[9.24 µM],23µM*,?,?,7,0
COc1cccc(C(=O)N2CCC3(CC2)OCCO3)c1,-9%,-4%,-5%,2%,-1%,-14%,24%,1,-1
CCC1(C(=O)c2ccc(C)cc2)C2c3ccccc3OC(=O)C21C(=O)O (centres undefined),9%,5%,12%,25%,-18%,-6%,21%,3,9
O=C(CCN1CC2CCC(CC2)C1)c1cccs1,?,-5%,3%,20%,10µM*,?,0%,3,-29
CCOP(=O)(OCC)C(O)c1ccc(OC)cc1 (centres undefined),27%,-11%,-3%,17%,-1%,-7%,6%,-9,9
CC(=O)CC(=O)C1C(=O)N(C)C(=O)N(C)C1=O,1%,16%,-1%,16%,-1%,-2%,-19%,-4,10
COC(=O)[C@@]12CCCCN1[C@H](c1ccc(-c3ccc(Cl)c(Cl)c3)c(OC)c1)[C@H]1C(=O)N(C)C(=O)[C@H]12,13%,5%,0%,16%,-14%,-5%,-13%,-2,2
# The listing continues.
SMILES,HT1080 IDH1KD tx,HEK293 tox,KB-3-1 cytotox,HT1080NT lethal,MCF10A rereplic,SW480 rerep,KB-V1 cytotox,D3 ag,IL-1B inflam inh
Cc1ccc2c(CN3CC=C(c4ccccc4)CC3)cc(=O)oc2c1C,5%,-11%,-8%,4%,3%,6%,-12%,40*,1
CC(CO)(CO)N=Cc1c(O)n(-c2cccc3ccccc23)c(=O)[nH]c1=O,4%,-2%,2%,1%,-6%,0%[9.22 µM],?,0,-5
CN(CCC#N)C(=O)COC(=O)c1c2c(nc3ccccc13)/C(=C\c1ccco1)CC2,-24%,341%[activator],-6%,-21%,?,4.1µM*,7%,13,-63*
COc1ccc2c(c1)C(=NNc1ccc(C(=O)O)cc1)c1cc(OC)ccc1-2,-19%,?,0%,-10%,4%,-9%,-8%,2,-3
COc1ccc(C(c2nnnn2-c2ccc(OC)cc2)N2CCC(n3c(=O)[nH]c4ccccc43)CC2)cc1 (centres undefined),?,?,?,?,.,.,?,-11,?
CCn1c(O)c(N=Nc2ccc(S(=O)(=O)N3CCOCC3)cc2)c(=O)n(CC)c1=S,-6%,2%,-9%,-3%,?,?,6%,-5,-84*
CC(=O)Nc1cccc(C(=O)/C=C/c2ccc(Br)cc2)c1,-1%,?,-4%,?,5.8µM*,21µM*,?,1,-107*
CC(=NCc1ccc2c(c1)OCO2)c1c(O)n(C)c(=O)n(C)c1=O,-26%,-9%,8.2µM*,2.5µM*,?,-4%,21µM*,7,10
